Bioassay records from PubChem.
NPR2 activator: human GC-B receptor activators, primary screen, HEK293 GC-B cells, cGMP TR-FRET, EC30 CNP; Atrial natriuretic peptide receptor 2 (Homo sapiens), P20594; 0% at EC30 CNP, 100% saturating CNP; activation, % at 10 µM; hit rate 0.11% among 370,000; AID 1920062, 2024;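 active = activation at 10 µM reaching about 35% in either raw or pattern-adjusted values, limit read from the data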
Target sequence (P20594 whole entry, looked up): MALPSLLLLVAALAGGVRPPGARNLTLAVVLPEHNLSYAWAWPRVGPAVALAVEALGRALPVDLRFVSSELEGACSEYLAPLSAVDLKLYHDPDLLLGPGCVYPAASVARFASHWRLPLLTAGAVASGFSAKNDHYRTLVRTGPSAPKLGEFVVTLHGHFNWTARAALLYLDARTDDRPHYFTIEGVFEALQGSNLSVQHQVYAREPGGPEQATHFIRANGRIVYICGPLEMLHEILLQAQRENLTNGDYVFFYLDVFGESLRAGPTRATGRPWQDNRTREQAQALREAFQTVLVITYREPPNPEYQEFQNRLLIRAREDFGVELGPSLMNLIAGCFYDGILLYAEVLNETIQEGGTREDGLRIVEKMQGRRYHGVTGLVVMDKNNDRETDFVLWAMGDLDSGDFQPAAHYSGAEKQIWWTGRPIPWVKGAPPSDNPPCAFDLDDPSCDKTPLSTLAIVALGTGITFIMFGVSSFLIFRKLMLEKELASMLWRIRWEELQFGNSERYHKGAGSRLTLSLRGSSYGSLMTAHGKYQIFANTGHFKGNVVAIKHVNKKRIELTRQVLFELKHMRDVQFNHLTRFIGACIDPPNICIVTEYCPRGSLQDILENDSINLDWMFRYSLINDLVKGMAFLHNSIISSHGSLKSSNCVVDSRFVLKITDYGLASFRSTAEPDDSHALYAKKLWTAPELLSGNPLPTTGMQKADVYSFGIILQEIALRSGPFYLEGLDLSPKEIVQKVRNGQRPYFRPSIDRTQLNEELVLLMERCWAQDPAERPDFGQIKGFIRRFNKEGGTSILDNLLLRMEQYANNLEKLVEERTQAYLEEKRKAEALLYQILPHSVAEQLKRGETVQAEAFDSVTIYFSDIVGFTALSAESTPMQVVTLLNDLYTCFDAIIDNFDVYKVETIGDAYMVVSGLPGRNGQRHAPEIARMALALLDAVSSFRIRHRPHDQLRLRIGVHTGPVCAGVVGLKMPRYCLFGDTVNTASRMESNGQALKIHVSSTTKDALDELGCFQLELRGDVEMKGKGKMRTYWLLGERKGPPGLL
TCR-CD3 inh: inhibitors of human TCR-CD3 interaction, primary screen, biochemical, fluorescence, TAMRA-labeled TCR probe; inhibition, % at 9.4 µM; hit rate 0.37% among 360,000; AID 651800, 2012; in the data active = inhibition above about 19%;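 note: recombinant mutant TCR 2C K166C tagged with TAMRA read by polarization; 0% = receptor in buffer alone and 100% = receptor with positive control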
MBD2 inh: inhibitors of MBD2 binding to methylated DNA, primary screen, biochemical, TR-FRET, DNA-binding domain, human; Methyl-CpG-binding domain protein 2 (Homo sapiens), Q9UBB5; MBD2 binding to methylated oligonucleotide; inhibition, % at 4.4 µM; hit rate 0.31% among 370,000; in the data active = inhibition above about 13%
GC-A act: GC-A stimulated cGMP production enhancers – HEK293 GC-A cells, cGMP TR-FRET, EC30 ANP, primary screen | Atrial natriuretic peptide receptor 1 (Homo sapiens), P16066 | 0% at EC30 ANP, 100% saturating ANP | activation, % at 10 µM | hit rate 0.14% among 370,000; in the data active = activation above about 40%
UHRF1 binding: UHRF1 methylated DNA binding inhibitors, primary screen, counter-screen for MBD2 inhibitor project, biochemical, TR-FRET, human UHRF1, single concentration; hit rate 0.75% among 370,000; AID 687016, 2013; UHRF1 binding to methylated oligo; inhibition, % at 4.4 µM; E3 ubiquitin-protein ligase UHRF1 (Homo sapiens), Q96T88; in the data active = inhibition above about 21%;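 note: UHRF1 SRA domain binding a hemimethylated CpG hairpin DNA probe; 0% = median of test compound wells and 100% = reference inhibitor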
ABHD4 inh: ABHD4 inhibitors, primary screen, biochemical, fluorescence polarization, mouse. inhibition, % at 8.92 µM. AID 720543, 2013. purified mABHD4, FP-Rh probe fluorescence polarization. hit rate 0.54% among 370,000;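 active = inhibition exceeding the mean over every tested compound plus 3 SD, cut at about 30% in these data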;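 note: 0% = plate median of compound wells and 100% = S159A mutant with DMSO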
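System: mouse ABHD4 enzyme, wild type / Medium: HEPES pH 7.0, NaCl, Pluronic buffer / Reagent: FP-Rh activity-based fluorescent probe / Control set: S159A mutant high control, sample median low control / Detection: fluorescence polarization with parallel and perpendicular emission, 525/598 nm / Schedule: 45 min + 60 min at 25 °C / Compound dosing: 8.92 µM, single dose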
rCAG RNA binder: binders of r(CAG) RNA repeats, primary screen, biochemical, fluorescence. r(CAG) RNA repeat, TO-PRO-1 dye displacement fluorescence. inhibition, % at 3 µM. hit rate 1.3% among 370,000. AID 651821, 2012;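 active = inhibition above the plate cutoff, the mean of all test compounds on that plate plus 3 SD, cut at about 35% in these data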;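 note: 0% = DMSO alone and 100% = 100 µM mitoxantrone as full dye displacement; higher means more dye released from RNA so lower well fluorescence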
SIAE primary: human SIAE inhibitors, primary screen, biochemical, fluorescence polarization, FP-Rh probe, 1536-well HTS; Sialate O-acetylesterase (Homo sapiens), Q9HAT2; SIAE FP-Rh probe binding; inhibition, % at 9.66 µM; hit rate 0.69% among 370,000; AID 1053197, 2014;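 active = inhibition above a cutoff: mean of compounds within the control limits plus 3 SD of those, cut at about 17% in these data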;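 note: 0% = plate median of compound wells and 100% = probe without SIAE protein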
HTRA1 inhibitor: HTRA1 serine protease inhibitors, primary screen, biochemical, fluorescence polarization, HTS. recombinant HTRA1, FP-rhodamine activity-based probe. inhibition, % at 5.96 µM. hit rate 0.5% among 340,000; in the data active = inhibition above about 36%;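 note: 0% = enzyme with DMSO and 100% = wells lacking enzyme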
PRMT1 FP inh: PRMT1 methyltransferase inhibitors, primary screen, biochemical, fluorescence polarization. inhibition, % at 2.79 µM. recombinant PRMT1, activity-based probe fluorescence polarization. Protein arginine N-methyltransferase 1 (Homo sapiens), Q99873. hit rate 1.3% among 370,000. AID 652257, 2013;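 active = inhibition above about 21% made by adding two undisclosed values, limit read from the data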
Active calls of the source: *; x = not tested or not shown. Not all compounds are listed; rates above refer to the full screens.

The opening 2 compounds, to show the layout:
No.	smiles	NPR2 activator	TCR-CD3 inh	MBD2 inh	GC-A act	UHRF1 binding
1	Cc1cccc(-c2nc(CS(=O)CC(=O)NCCc3ccccc3)c(C)o2)c1 (stereo unspecified)	-5	4	5	-5	-1
2	COc1cc(-c2noc(C)c2/C=C/c2cccc([N+](=O)[O-])c2)cc(OC)c1OC	-3	5	2	1	1

No.	ABHD4 inh	rCAG RNA binder	SIAE primary	HTRA1 inhibitor	PRMT1 FP inh
1	3	-8	-5	-11	2
2	-2	6	-1	-5	-3

This part in full, previewed entries included:
No.	smiles	NPR2 activator	TCR-CD3 inh	MBD2 inh	GC-A act	UHRF1 binding
1	Cc1cccc(-c2nc(CS(=O)CC(=O)NCCc3ccccc3)c(C)o2)c1 (stereo unspecified)	-5	4	5	-5	-1
2	COc1cc(-c2noc(C)c2/C=C/c2cccc([N+](=O)[O-])c2)cc(OC)c1OC	-3	5	2	1	1
3	CN(C)c1cccc(CNC(=O)c2csc([C@@H]3C[C@H](O)[C@@H](CO)O3)n2)c1	-1	0	1	-1	-4
4	O=S1(=O)CCOCCCN1Cc1ccccc1F	-2	9	-3	3	41*
5	O=[N+]([O-])c1ccc(Cl)c(S(=O)(=O)Nc2cccc(-c3ccc(N4CCOCC4)nn3)c2)c1	5	3	-2	-1	-5
6	NC(=O)COC(=O)c1ccc2c(c1)S(=O)(=O)c1ccccc1C2=O	-3	4	-2	2	-2
7	C[C@H](NC(=O)c1nc[nH]c1C(=O)NCc1ccccc1)C(=O)OC(C)(C)C	12	3	-5	4	-2
8	O=C(C[n+]1ccc(C(=O)N/N=C/c2ccc(Cl)cc2Cl)cc1)c1ccccc1	2	2	-11	1	-6
9	COc1ccc(OC)c(N(CC(=O)N2CCC(C)CC2)S(=O)(=O)c2ccccc2)c1	-7	1	0	-23	-2
10	COc1ccc(Cl)cc1NC(=O)CSc1nnc(C2CC2)n1N	2	-8	5	0	2

No.	ABHD4 inh	rCAG RNA binder	SIAE primary	HTRA1 inhibitor	PRMT1 FP inh
1	3	-8	-5	-11	2
2	-2	6	-1	-5	-3
3	-6	-1	7	x	-2
4	4	0	9	3	-2
5	5	38*	-1	5	-3
6	4	-1	0	6	0
7	-1	-9	1	-9	-2
8	7	10	3	13	4
9	-3	-4	6	-2	-4
10	-2	-5	0	-4	0

(further entries)
No.	smiles	NPR2 activator	TCR-CD3 inh	MBD2 inh	GC-A act	UHRF1 binding
11	O=C(COC(=O)c1ccccc1)NCCCCc1ccccc1	-7	0	4	-1	-4
12	OC(COCc1ccccc1F)CN1CCCCC1 (stereo unspecified)	3	4	5	-1	-1
13	C(=NNc1nnn(Cc2ccccc2)n1)c1ccccc1	6	-8	2	4	2
14	O=C(c1cc(C2CC2)on1)N1CCN(c2ccc(F)cc2)CC1	2	8	0	1	-1
15	CCN1C(=NCCOC)N[C@@H](c2cccc(C(F)(F)F)c2)C(C(=O)OC)=C1C	-20	0	2	-17	0
16	O=C(Nc1c(-c2ccccc2)nc2c(Br)cc(Br)cn12)c1ccco1	-2	12	0	7	2
17	COc1ccc(OC)c(S(=O)(=O)NC2CCCCNC2=O)c1 (stereo unspecified)	2	4	-3	2	0
18	O=C(CSc1nnc(-c2cccc(S(=O)(=O)N3CCCCC3)c2)o1)c1ccc[nH]1	4	-3	3	-2	1
19	Cc1ccccc1NC(=O)C(C)N1C(=O)c2ccccc2C1=O (stereo unspecified)	3	3	-5	0	1
20	CN(C)CC(=O)Nc1ccc2c(c1)[C@H]1C[C@H](CC(=O)NCc3ccc4c(c3)OCO4)O[C@H](CO)[C@H]1O2	1	-12	8	0	8

No.	ABHD4 inh	rCAG RNA binder	SIAE primary	HTRA1 inhibitor	PRMT1 FP inh
11	0	-2	0	1	0
12	2	1	8	3	-2
13	-4	4	-6	-12	1
14	4	2	2	0	1
15	4	-1	5	9	3
16	-11	8	-14	-4	1
17	6	0	-4	4	-1
18	-2	1	-1	-5	2
19	-2	-2	-6	10	-3
20	-8	1	3	4	8

Carrying on.
No.	smiles	NPR2 activator	TCR-CD3 inh	MBD2 inh	GC-A act	UHRF1 binding
21	O=C(c1ccc(N2CCCCS2(=O)=O)cc1)N1CCN(c2ccc(N3CCOCC3)nn2)CC1	2	2	-1	2	-1
22	CC(=O)N1CCN(C(=O)CNc2cc(C(F)(F)F)ccc2OCC(F)(F)F)CC1	8	9	-11	-3	-5
23	CCOC(=O)C(C)Oc1ccc(NC(=O)C(Cl)Cl)cc1 (stereo unspecified)	1	-10	1	1	8
24	Cc1ccccc1OC(=O)c1cccnc1	-1	3	7	-3	-1
25	COc1ccccc1CNC(=O)COC(=O)c1cc(S(=O)(=O)N2CCOCC2)ccc1Cl	3	5	-6	2	0
26	O=C(/C=C/c1ccco1)Nc1nnc(-c2ccco2)s1	-6	8	2	-6	-2
27	O=C(COC(=O)c1cc(S(=O)(=O)N2CCOCC2)ccc1F)NC1CC1	2	1	-3	5	0
28	CCCCNC(=O)C1(C)CCCCN1CC(=O)c1ccc(OC)cc1 (stereo unspecified)	8	-3	1	-1	4
29	CC(C)(C)CN1CCN(CC#Cc2ccccc2)CC1CCO (stereo unspecified)	1	6	1	2	-3
30	Cc1nnc(NC(=O)CSc2nnc(Cc3ccccc3)n2-c2ccccc2)s1	3	-3	4	6	4

No.	ABHD4 inh	rCAG RNA binder	SIAE primary	HTRA1 inhibitor	PRMT1 FP inh
21	4	2	5	9	0
22	-4	-7	1	4	1
23	0	-5	-1	9	2
24	5	-3	4	-3	6
25	-3	-6	10	4	2
26	-5	2	-11	0	-4
27	1	3	7	4	-3
28	-1	7	1	x	5
29	-4	-7	-5	-3	-1
30	2	1	-2	3	4

Following part.
No.	smiles	NPR2 activator	TCR-CD3 inh	MBD2 inh	GC-A act	UHRF1 binding
31	NC(=O)c1ccc(C(=O)c2ccc([N+](=O)[O-])cc2)cc1	-13	3	-8	-4	0
32	CCOC(=O)C(NCCOC)(NC(C)=O)C(F)(F)F (stereo unspecified)	-3	3	2	-2	2
33	O=C(CN1CCCc2ccccc21)Nc1ccccc1[N+](=O)[O-]	-2	0	-4	5	3
34	CNC(=O)c1ccccc1Sc1ccccc1CO	-2	-5	2	0	-2
35	COCC(=O)N(c1ccc(C(C)C)cc1)C1C=CS(=O)(=O)C1 (stereo unspecified)	1	1	5	2	4
36	Cc1cccc(C(=O)NNC(=O)c2ccc(F)cc2)c1	4	-4	3	4	7
37	CCN(CC)S(=O)(=O)c1ccc(-c2ccc(S(=O)(=O)N(CC)CC)cc2)cc1	3	0	-6	1	-3
38	Cc1ccc(C(=O)N/C(=C\c2ccc(F)cc2)C(=O)NCCCn2ccnc2)cc1	-4	3	4	-1	0
39	COc1cccc(-c2cnc3c(NC=O)cc(-c4ccc(N(C)C)cc4)cn23)c1	-7	-4	-4	-3	-9
40	COc1ccc(CCC(=O)NNC(=O)Nc2cccc(Cl)c2)cc1	-2	-6	-4	5	-3

No.	ABHD4 inh	rCAG RNA binder	SIAE primary	HTRA1 inhibitor	PRMT1 FP inh
31	4	1	-6	3	1
32	-19	0	-2	-1	1
33	-7	0	-1	1	-5
34	1	0	-1	-4	-3
35	-8	-2	0	2	-1
36	1	-5	6	2	1
37	5	-2	-1	4	0
38	-3	-5	-4	1	1
39	-13	16	2	x	6
40	0	-4	1	-8	0

Single entries from above:
#40 in ABHD4 inh: 0
#38 in GC-A act: -1
#36 in SIAE primary: 6
#31 in rCAG RNA binder: 1

Sorted by value in SIAE primary (low to high): some entries from above
No. | SMILES | SIAE primary
37 | CCN(CC)S(=O)(=O)c1ccc(-c2ccc(S(=O)(=O)N(CC)CC)cc2)cc1 | -1
40 | COc1ccc(CCC(=O)NNC(=O)Nc2cccc(Cl)c2)cc1 | 1
36 | Cc1cccc(C(=O)NNC(=O)c2ccc(F)cc2)c1 | 6

Continuation.
No.	smiles	NPR2 activator	TCR-CD3 inh	MBD2 inh	GC-A act	UHRF1 binding
41	CCC1CCc2c(n(C)c3ccccc3c2=O)O1 (stereo unspecified)	5	-3	-2	-1	-2
42	CC(C)(C)Nc1nc(NCc2cccnc2)nc(N2CCOCC2)n1	1	2	-2	0	-2
43	Cc1ccc(C(=O)NCCCN2CCOCC2)cc1N1CCCC1=O	4	7	0	2	3
44	COc1ccc(CCNC(=O)NC23CC4CC(CC(C4)C2)C3)cc1	-5	-4	2	-1	1
45	Cc1ccc2nc3cc([N+](=O)[O-])cc([N+](=O)[O-])c3cc2c1	-7	-1	-4	5	0
46	CC(C)CNS(=O)(=O)c1ccc(CCC(=O)N2CCOCC2)cc1	-1	5	-5	0	2
47	COc1cccc(Oc2cc(NN3CCCCC3)c([N+](=O)[O-])cc2[N+](=O)[O-])c1OC	1	8	-8	-4	-3
48	CCC(=O)c1ccc(OCC(O)CN2CCOCC2)cc1 (stereo unspecified)	3	-7	0	3	2
49	CCCOC(=O)Nc1sc2c(c1C(=O)OCC)CCC2	-5	4	1	-5	-2
50	CCOCCCNC(=O)c1cn(CC)c2ccc(S(=O)(=O)N3CCOCC3)cc2c1=O	1	4	3	-3	0
51	O=C(CC1CC2CCC1C2)N1CCN(S(=O)(=O)c2ccccc2F)CC1 (stereo unspecified)	3	2	2	-1	0
52	Cc1ccc2nc(NC(=O)c3ccc(Br)o3)sc2c1	0	5	2	-1	6
53	Cc1cc(=O)oc2cc(OCC(=O)NC3(C#N)CCCCC3)c(Cl)cc12	-4	4	1	-10	0

No.	ABHD4 inh	rCAG RNA binder	SIAE primary	HTRA1 inhibitor	PRMT1 FP inh
41	0	-2	3	3	-6
42	-1	-10	-17	1	-2
43	0	-1	4	-2	-2
44	-1	-9	1	-5	-1
45	19	2	3	14	2
46	-4	0	3	2	-1
47	11	9	2	18	1
48	-5	-1	0	1	3
49	-1	1	2	-2	-1
50	5	-4	8	-3	-2
51	2	0	-1	6	-4
52	0	7	-12	-12	1
53	4	-1	4	-2	2
